# EP2 mod – EP2 receptor (human) modulation | EP2-expressing cells, cAMP HTRF FRET, PGE2 co-stimulation | induction, % at 25 µM | actives 0.83% (n = 260,000) | P43116;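 active means compounds whose cAMP rise, as percent of the full-agonist control response, exceeds 60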;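 further: rat C6 glioma line stably carrying human EP2 under a CMV promoter; the protocol text gives 20 µM as final concentration; 100% = response of wells given 1 µM PGE2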
# eIF4E 4G PPI – inhibitors of eIF4E and eIF4G interaction in translation initiation | AID 782 | P63073+Q04637 | TR-FRET eIF4E-eIF4GI(517-606) binding, 2 h | inhibition, % at 21.7 µM | actives 0.37% (n = 220,000);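 active means inhibition above about 30%, limit read from the data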;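 further: 0% = full FRET control wells and 100% = background wells lacking eIF4GI fragment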
# p97 ATPase inh – blocks human p97 ATPase activity; recombinant p97 ATPase, Kinase-Glo ATP luminescence, 3 h; P55072; actives 0.42% (n = 220,000); inhibition, % at 8 µM; in the data active means inhibition above about 15%;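 further: 0% = DMSO vehicle and 100% = wells lacking enzyme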
# Target sequence (P55072 whole entry, looked up): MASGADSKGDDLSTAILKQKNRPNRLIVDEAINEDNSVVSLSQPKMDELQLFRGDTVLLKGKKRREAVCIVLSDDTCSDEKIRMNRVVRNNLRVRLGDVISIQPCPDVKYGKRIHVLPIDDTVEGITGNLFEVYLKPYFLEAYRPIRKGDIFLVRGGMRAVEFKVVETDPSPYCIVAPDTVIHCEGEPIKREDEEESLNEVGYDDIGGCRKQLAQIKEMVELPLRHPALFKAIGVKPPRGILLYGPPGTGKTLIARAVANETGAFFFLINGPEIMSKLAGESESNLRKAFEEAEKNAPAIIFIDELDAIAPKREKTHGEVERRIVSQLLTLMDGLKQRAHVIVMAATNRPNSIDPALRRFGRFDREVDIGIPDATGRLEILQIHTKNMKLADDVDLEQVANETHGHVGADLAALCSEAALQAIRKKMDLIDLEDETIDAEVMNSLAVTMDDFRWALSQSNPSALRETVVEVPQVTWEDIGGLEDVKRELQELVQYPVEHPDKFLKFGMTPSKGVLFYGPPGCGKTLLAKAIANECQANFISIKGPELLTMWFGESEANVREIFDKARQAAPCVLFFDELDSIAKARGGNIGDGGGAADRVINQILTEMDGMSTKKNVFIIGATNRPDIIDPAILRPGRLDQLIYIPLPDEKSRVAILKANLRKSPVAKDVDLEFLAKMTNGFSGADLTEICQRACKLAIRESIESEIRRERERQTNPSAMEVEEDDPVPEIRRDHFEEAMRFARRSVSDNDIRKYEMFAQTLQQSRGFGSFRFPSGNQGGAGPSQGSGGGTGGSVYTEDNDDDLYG
# S1P4 agonist – activates the human S1P4 receptor; O95977; S1P4-expressing cell line, agonist reporter assay; activation, % at 4.98 µM; actives 0.35% (n = 220,000); in the data active means activation above about 11%;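 further: 0% = DMSO vehicle and 100% = reference agonist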
# NPY1 pot ag – potentiators or agonists of human neuropeptide Y receptor Y1. activation, % at 3.6 µM. P25929. actives 0.37% (n = 220,000). NPY-Y1 expressing cells, potentiator/agonist activation; in the data active means activation above about 33%, passing the limit was not always enough;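 further: cells stimulated with NPY at EC10 then isoproterenol at EC100; 0% = low agonist plus stimulus and 100% = saturating agonist plus stimulus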
# S1P4 antag – human S1P4 receptor antagonism; actives 0.26% (n = 220,000); inhibition, % at 4.98 µM; S1P4-expressing cells, antagonist mode, reporter read-out; O95977; in the data active means inhibition above about 29%;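 further: 0% = wells stimulated with agonist and 100% = vehicle wells without agonist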
# EP2 antag – EP2 receptor (human) inhibition; P43116; C6 glioma cells expressing human EP2, cAMP TR-FRET; cells stimulated with saturating PGE2; inhibition, % at 25 µM; actives 0.52% (n = 260,000);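 active means percent inhibition above 40 after rounding to a whole number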;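 further: rat C6 glioma host cells with rolipram phosphodiesterase inhibitor present; the protocol text gives 20 µM as final concentration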
# NPY-Y2 PAM-ag – potentiates or activates human NPY-Y2 receptor. cells expressing NPY-Y2, potentiator/agonist read-out. P49146. activation, % at 3.6 µM. AID 1359. actives 0.45% (n = 220,000); in the data active means activation above about 27%;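 further: cells stimulated with NPY near EC25 plus isoproterenol at EC100; 0% = vehicle plus submaximal agonist and 100% = vehicle plus saturating agonist; some results beyond the cut were filed as inactive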
# NPY-Y1 antag – antagonists of human neuropeptide Y receptor Y1; HEK293-CNG Y1 cells, membrane potential fluorescence; NPY at EC95, then isoproterenol; inhibition, % at 3.6 µM; actives 1% (n = 200,000);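 active means inhibition above the campaign mean inhibition of all tested compounds plus 3 SD, cut at about 20% in these data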;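 further: 0% = DMSO wells given NPY plus isoproterenol and 100% = isoproterenol alone without NPY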
#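 Assay system: HEK293 Y1/CNG channel cell line; Doses: single compound dose of 3.6 µM, 0.4% DMSO; Timing: dye 3 h, compound 60 min room temperature, stimulation 45 min; Technique: Membrane-potential fluorescent dye readout; Measure: % inhibition of NPY effect.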
# The depositor's hits bear a star; · = not tested or not shown; & = joins results of further samples; [ ] = another dose, or the depositor's remark. Only part of the results is shown (hit frequency here may not be typical).
SMILES,EP2 mod,eIF4E 4G PPI,p97 ATPase inh,S1P4 agonist,NPY1 pot ag,S1P4 antag,EP2 antag,NPY-Y2 PAM-ag,NPY-Y1 antag
CC1(C)C([N+](=O)[O-])C(c2ccc(O)cc2)NC(c2ccc(O)cc2)C1[N+](=O)[O-] (stereo not given),-15,1,5,0.8,40*,-3,11,35*,4
Cc1cccc(C(=O)Oc2ccccc2/C=N/NC(=O)c2ccc(NC(=O)C(C)(C)C)cc2)c1,-9,-1[fluorescence artefact?],-4,-0.6,0,3,13,-2,2
CNc1nc(SC(C)C(=O)Nc2ccc(Cl)c(Cl)c2)nc(N2CCOCC2)n1 (stereo not given),-11,-1,3,-0.4,-8,-7,6,-10,-2
COC(=O)c1ccc(/C=N/NC(=O)C(=O)NCC2CCCO2)cc1 (stereo not given),-6,1,2,0.0,15,5,-1,8,·
O=C(Nc1ccc(Cl)cc1)NC1CCCc2ccccc21 (stereo not given),-33,1[fluorescence artefact?],4,-1.0,8,3,8,-6,0
O=C(O)c1ccccc1C(=O)Nc1ccc(Oc2cccc(C(F)(F)F)c2)nc1,-6,-4,3,-1.8,-19,5,10,-3,·
Cc1cc(C(=O)OCC(=O)NCCC(C)C)c2ccccc2n1,-33,-2,-2,-0.8,0,4,5,-12,-1
C=CCNC(=O)c1cccc(Br)c1,9,-3,-2,0.3,5,0,3,2,10
COc1ccc(C(=O)NNC(=O)CSc2nnc(-c3cccnc3)n2C)cc1,22,1,4,0.4,10,-6,7,7,3
Cc1nc(SCc2cccc(F)c2)c2oc3ccccc3c2n1,-5,-7,-11,1.0,-31,-2,9,-23,·
CCN1CCCC1CN(Cc1cc2ccc(C)c(C)c2[nH]c1=O)C(=O)Nc1ccccc1OC (stereo not given),-17&-31,-1,1,-2.2,-1,-17,13&17,4,3
CCOc1ccc2nc(NC(=O)c3ccccn3)sc2c1,-17,-1,-14,0.4,18,9,1,19,·
CC(C)(O)C(=O)NNC(=S)Nc1cccc(C(F)(F)F)c1,37,-4,1,-1.9,2,1,9,-8,9
COc1cccc(C2CC(c3ccc(Cl)cc3)Nc3nc(N)nn32)c1 (stereo not given),-35,-5,-4,-0.6,6,1,4,15,-4
CCC(C)(C)NC(=O)Cc1ccccc1OC,13,-12,2,-2.3,10,-22,5,-12,2
O=C(Nc1nc(N2C(=O)c3ccccc3C2=O)n(-c2ccccc2)n1)c1ccc(Cl)cc1,11,6,10,-0.1,17,10,16,-32,1
Cn1c(=O)cc(-c2ccccc2)c2ccccc21,31,3,0,1.6,-32,-25,8,-9,5
CC(/C=C/C(=O)c1ccc(C)cc1)=C\c1ccccc1,11,-1,2,1.7,1,-17,·,-21,4
Cn1c(CNS(=O)(=O)c2ccc(Br)cc2)n[nH]c1=S,34,-4[fluorescence artefact?],4,2.0,9,-23,13,7,-1
CCOc1ccc(C(=O)Nc2ccccc2OC(F)F)cc1,-16,0,3,3.7,4,7,9,-4,2
CC1CCN(C(=O)Cn2cc(C#N)c3ccccc32)CC1,-86&3,-1,-5,-2.0,26,-14,4&-4,-5,-1
CN=c1scc(-c2ccc(Cl)cc2)n1C,2,0,1,0.6,-16,-15,14,2,1
CC(C)c1ccc(/C=C/C(=O)NC(=S)Nc2ccc(CN3CCOCC3)cc2)cc1,3,14,7,0.5,-1,-19,1,-7,3
CC(=O)c1ccc(NC(=O)c2ccc(S(=O)(=O)N3CCCC3)cc2)cc1,2,5,1,-3.2,16,-8,6,11,1
CCC(C)c1ccc(OCC(=O)Nc2ccc(Cl)cn2)cc1 (stereo not given),30,3,0,0.9,1,-11,9,-1,5
O=C(/C=C/c1cn(CC(O)CN2CCCCC2)c2ccccc12)c1cccs1 (stereo not given),-49,20,5,0.6,-8,31*,2,-11,4
Cc1ccc(NC(=O)NCC(c2cccnc2)N2CCOCC2)cc1 (stereo not given),31,6[fluorescence artefact?],0,-0.1,5,-13,5,-10,-4
N#C/C(C(=S)Nc1ccccc1)=C1/NN=C(N2CCOCC2)N1c1ccccc1,11,-3,0,-0.5,-13,-11,4,-12,1
CCCCOC(=O)N1CCOCCOCCOCCOCC1,-25,2,1,-0.7,19,-6,3,5,·
Cc1onc(-c2c(F)cccc2Cl)c1C(=O)OCC(=O)NC1CC1,-16,3,-1,-1.7,-2,15,4,-1,-1
CC(C)C(=O)N1CCc2cc(-c3csc(N)n3)ccc21,16,6[fluorescence artefact?],-2,0.6,-19,2,12,-3,3
CCc1c(C)c(C#N)c2nc3ccccc3n2c1NCC1CCCO1 (stereo not given),4,-6,-4,1.3,-48,0,6,-49,10
N/C(=N\OC(=O)c1cccnc1)c1ccc(Cl)cc1Cl,-2,1,2,4.4,18,-5,6,7,1
Cc1ccc(NC(=O)COc2ccc(/C(N)=N/O)cc2)cc1C,11,0,1,-0.8,-33,-6,10,-7,1
CC(=O)c1sc2nsc(SCCN3CCOCC3)c2c1N,-48,16,-1,0.7,1,14,14,-1,·
Cc1[nH]n(-c2ccccc2)c(=O)c1C(C[N+](=O)[O-])c1ccc(Cl)cc1 (stereo not given),21,1[fluorescence artefact?],2,2.9,3,2,8,2,-2
Cc1ccc(C2(C)CC(C)(C)N(C(=O)CSc3nnc(C)s3)c3ccccc32)cc1 (stereo not given),47,3[fluorescence artefact?],-8,1.3,-20,-7,17,-9,14
O=C(N/N=C/c1ccc(O)cc1)c1ccc(NC(=O)c2ccccc2Br)cc1,-24,-3,-4,-3.0,3,-13,33,-22,-1
CCC(CC)C(=O)NCc1ccccc1Cl,23,2,2,-0.4,5,-12,11,-3,3
CCOC(=O)c1c(NC(=O)c2ccco2)sc2c1CCCC2,20,-1,-1,1.9,6,-14,11,-1,2

# As entered above.
# eIF4E 4G PPI with Cc1ccc(NC(=O)COc2ccc(/C(N)=N/O)cc2)cc1C is entered as 0
# NPY-Y1 antag with CCC(CC)C(=O)NCc1ccccc1Cl is entered as 3

# The list continues.
SMILES,EP2 mod,eIF4E 4G PPI,p97 ATPase inh,S1P4 agonist,NPY1 pot ag,S1P4 antag,EP2 antag,NPY-Y2 PAM-ag,NPY-Y1 antag
COC(=O)c1ccccc1NC(=O)CSc1n[nH]c(C)n1,8,-1,-5,-1.6,-2,-14,4,-11,-4
COc1ccc(CNS(=O)(=O)c2ccc(F)c(C(=O)Nc3ccc(OC)cc3)c2)cc1,-29,2,4,0.3,6,14,10,0,-2
CC1(C)CC(=O)CC(=NCC(=O)O)C1,28,4[fluorescence artefact?],2,-0.3,-23,0,6,-9,7
C#CCOCCOCCOCCNc1nc(N2CCN(C(=O)[C@H](CCC(=O)O)n3cc(C(N)Cc4ccc(O)cc4)nn3)CC2)nc(N2CCN(C(=O)[C@H](Cc3cc4ccccc4[nH]3)n3cc(C(N)CC(C)C)nn3)CC2)n1 (stereo not given in full),-17,1,7,-0.5,-3,4,·,-4,6
COCCNC(=O)CN1CCCCCC1,42,1,1,-0.5,5,-3,5,5,-1
COc1cc(/C=N/Nc2ccccc2[N+](=O)[O-])cc(OC)c1O,-10,2,1,-0.1,1,-2,1,17,-3
C/C(=C\c1ccco1)C1C(C#N)=C(N)Oc2n[nH]c(-c3ccc(C)cc3)c21 (stereo not given),5,-4,9,-2.4,13,2,7,-2,0
O=C(NCC(c1cccnc1)N1CCN(c2ccc(F)cc2)CC1)C1CCCCC1 (stereo not given),11,2,0,0.0,-4,-6,15,-3,66*
CCCCCCc1cc2cc(-c3nnc(-c4cc(OC)c(OC)c(OC)c4)o3)c(=O)oc2cc1O,-5,-4,-1,2.7,-7,-22,26,-4,1
Cc1cccc(OCC(=O)Nc2ccccc2-c2ccccc2)c1,71*,16,0,1.5,-20,-14,6,-3,0
CCOC(=O)C1(CCCc2ccccc2)CCN(C(=O)c2ccoc2)CC1,-4,-6,0,-0.1,6,10,5,-16,1
Cc1ccccc1Nc1n[nH]c(C)c1[N+](=O)[O-],-23,2,5,2.7,12,-13,9,10,-3
O=C(CSc1nc2ccccc2c(=O)n1Cc1ccco1)NCCN1C(=O)CSC1=O,21,-1,11,-1.4,3,-1,20,13,·
CCOC(=O)c1c(NC(=O)C(=O)N/N=C(\C)c2ccc(OC)cc2)sc2c1CCCCC2,14,5,-2,1.1,-11,-14,7,-2,1
CC(=O)N(C)C1=C(N2CCOCC2)C(=O)c2ccccc2C1=O,-9,0[fluorescence artefact?],1,2.9,-14,4,26,-22,8
CCNC(=O)NC(=O)C(C)OC(=O)C(C)(C)Oc1ccc(Cl)cc1 (stereo not given),-22,3,0,2.0,31,-21,4,10,1
Cc1cccc(NC(=O)/C(C#N)=C/c2cn(CC(=O)NCc3ccco3)c3ccccc23)c1,2,0,2,-0.5,1,-17,6,1,0
Cc1cc2cc(CN(Cc3ccc4c(c3)OCO4)Cc3nnnn3C3CCCC3)c(=O)[nH]c2cc1C,64*,-20[fluorescence artefact?],1,-0.1,4,-2,2,23,5
CC(=O)OCC1=C(C(=O)O)N2C(=O)C(NC(=O)c3ccc(COc4cccc(Cl)c4Cl)o3)C2SC1 (stereo not given),-38,28,5,-0.9,9,6,4,4,3
N#C/C(=C\c1cccnc1)C(=O)Nc1cccc(Cl)c1,-48,-5,-1,-1.0,26,-1,19,12,-2

# Single records, from the list above. Screens in order: EP2 mod, eIF4E 4G PPI, p97 ATPase inh, S1P4 agonist, NPY1 pot ag, S1P4 antag, EP2 antag, NPY-Y2 PAM-ag, NPY-Y1 antag
# `O=C(CSc1nc2ccccc2c(=O)n1Cc1ccco1)NCCN1C(=O)CSC1=O` as listed: 21, -1, 11, -1.4, 3, -1, 20, 13, ·
# `CCOC(=O)c1c(NC(=O)C(=O)N/N=C(\C)c2ccc(OC)cc2)sc2c1CCCCC2` as listed: 14, 5, -2, 1.1, -11, -14, 7, -2, 1
# `CCOC(=O)C1(CCCc2ccccc2)CCN(C(=O)c2ccoc2)CC1` as listed: -4, -6, 0, -0.1, 6, 10, 5, -16, 1

# Later entries:
SMILES,EP2 mod,eIF4E 4G PPI,p97 ATPase inh,S1P4 agonist,NPY1 pot ag,S1P4 antag,EP2 antag,NPY-Y2 PAM-ag,NPY-Y1 antag
O=C(NC1CCCCC1)C1CC(=O)N(c2cccc([N+](=O)[O-])c2)C1 (stereo not given),-37,7,1,-1.9,-10,6,5,6,1
CC1(C)NC(=O)N(c2ccccc2Cl)C1(C)NO (stereo not given),-8,-2[fluorescence artefact?],9,-0.5,2,3,10,5,0
Cc1ccc2nc(NC(=O)C3=NN(c4ccccc4)C(=O)CC3)sc2c1,5,-4,8,-0.8,-18,-21,9,6,9
COc1ccccc1Nc1nc(NCC2CCCO2)c2ccccc2n1 (stereo not given),-40,1,-2,2.7,0,-15,14,26,14
O=C(O)/C=C/C(=O)N(Cc1ccc2c(c1)OCO2)C1CC(=O)N(CCc2ccccc2)C1=O (stereo not given),21,0,6,-0.9,-4,-1,1,5,-2
Cc1ccccc1-n1c(SCc2csc(Nc3ccccc3)n2)nnc1-c1cccnc1,-15,0[fluorescence artefact?],4,-1.3,-13,-16,20,-5,1
Cc1cc(C)n(-c2nc3ccccc3c(=O)n2OCc2ccc(F)cc2)n1,13,-3,-2,0.5,-7,-7,13,-1,1
COc1ccc2cc(CN(CC3CCCO3)S(=O)(=O)c3ccccc3Cl)c(=O)[nH]c2c1 (stereo not given),3,4,0,1.2,-5,3,4,6,1
CCN(CC(N)=O)S(=O)(=O)c1ccc(F)cc1,0,0,-3,0.6,4,-5,2,-4,-2
CC(=O)c1cccc(NC(=O)COc2ccc(S(=O)(=O)N3CCCCC3)cc2)c1,3,-1,-3,-0.2,-16,-6,16,-42,-3
O=C(NN1C(=O)c2ccccc2NC1c1cccnc1)c1ccccc1 (stereo not given),36,-1,1,1.2,2,-6,7,4,-5
